# Screens from PubChem BioAssay.
# Bim-Mcl-1: inhibitors of Bim-Mcl-1 interaction, human. Q07820. Bead-based flow cytometry, Bim peptide-Mcl-1 binding. inhibition, % at 10 µM. actives 0.1% (n = 190,000);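 also: 0% = no compound tracer wells and 100% = peptide blocker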
# RGS7-Gao: human RGS7-Galphao interaction regulation; P09471; Multiplexed bead flow cytometry, RGS7-Galphao binding; actives lie on both sides; binding response (% of control), % at 10 µM; actives 0.35% (n = 220,000); AID 1439; in the data active = binding response below about 49% or above about 150%;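 also: fluorescent Galphao held in activated GDP-AlF4 state binding bead-coupled RGS7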
# Target sequence (P09471 whole entry, looked up): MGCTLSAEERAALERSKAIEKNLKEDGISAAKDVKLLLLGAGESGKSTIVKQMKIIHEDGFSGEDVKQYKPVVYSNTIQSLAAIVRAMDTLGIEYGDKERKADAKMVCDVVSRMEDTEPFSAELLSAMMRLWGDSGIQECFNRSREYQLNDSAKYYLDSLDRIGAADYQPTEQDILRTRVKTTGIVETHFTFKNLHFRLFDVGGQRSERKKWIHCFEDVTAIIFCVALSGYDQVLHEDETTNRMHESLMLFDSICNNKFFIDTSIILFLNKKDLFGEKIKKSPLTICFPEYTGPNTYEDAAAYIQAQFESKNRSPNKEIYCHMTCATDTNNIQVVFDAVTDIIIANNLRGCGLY
# ABCG2 inh: inhibitors of human ABCG2 transporter, ABCB1 counter-screen | Q9UNQ0 | IgMXP3 cells, JC-1 efflux, flow cytometry | inhibition, % at 6.6 µM | actives 0.1% (n = 190,000) | AID 1325;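 active = inhibition above 80%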;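 also: 0% = DMSO and 100% = nicardipine control wells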
#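 Test system: IgMXP3 cells (ABCG2) mixed with DDAO far-red-labelled CCRF-Adr cells (ABCB1). Reagent: JC-1 transporter substrate. Compound dosing: single test compound dose, 6.6 µM final. Times: 10 min compound exposure, 25 °C. Detection: flow cytometry of retained JC-1 fluorescence. Read-out basis: efflux inhibition in percent versus controls. Controls: nicardipine and DMSO wells.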
# Bim-Bcl-W: disrupts Bim peptide binding to human Bcl-W; actives 0.02% (n = 190,000); bead-based flow cytometry; inhibition, % at 10 µM; AID 952; Q92843;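 also: 0% = bound tracer without compound and 100% = peptide blocker; higher means less fluorescent Bim peptide bound to Bcl-W beads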
# Target sequence (Q92843 whole entry, looked up): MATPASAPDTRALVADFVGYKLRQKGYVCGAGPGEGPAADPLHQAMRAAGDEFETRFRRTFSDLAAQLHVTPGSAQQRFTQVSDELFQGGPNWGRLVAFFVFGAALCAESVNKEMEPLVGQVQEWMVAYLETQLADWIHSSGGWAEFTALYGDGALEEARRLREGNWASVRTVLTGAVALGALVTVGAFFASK
# Bcl-XL Bim block: human Bim-Bcl-XL interaction inhibition. AID 1007. actives 0.04% (n = 190,000). Q07817. Bim peptide-Bcl-XL binding, bead flow cytometry, fluorescence. inhibition, % at 10 µM
# RGS4-Gao reg: modulates binding of RGS4 to human Galphao. P09471. AID 1415. actives 0.33% (n = 220,000). binding response (% of control), % at 10 µM. Multiplexed bead flow cytometry; actives lie on both sides; in the data active = binding response below about 49% or above about 150%; inactive = in between;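 also: fluorescent Galphao activated with aluminum fluoride binding bead-coupled RGS4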
# Bim-Bcl-2: inhibitors of Bim-Bcl-2 interaction, human; P10415; Bead-based flow cytometry, Bim peptide-Bcl-2 binding; inhibition, % at 10 µM; actives 0.06% (n = 190,000); in the data active = inhibition above about 40%;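 also: 0% = no compound wells with probe peptide and 100% = reference peptide inhibitor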
# Target sequence (P10415 whole entry, looked up): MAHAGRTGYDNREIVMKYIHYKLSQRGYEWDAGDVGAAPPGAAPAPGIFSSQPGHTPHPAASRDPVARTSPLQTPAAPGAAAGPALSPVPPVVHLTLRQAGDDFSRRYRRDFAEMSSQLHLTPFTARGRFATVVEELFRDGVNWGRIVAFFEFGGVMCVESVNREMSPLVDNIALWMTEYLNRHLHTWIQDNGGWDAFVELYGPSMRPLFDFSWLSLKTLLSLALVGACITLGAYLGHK
# Bim-Bfl-1: inhibitors of Bim-Bfl-1 interaction, human; Bead-based flow cytometry, Bim-Bfl-1 binding inhibition; inhibition, % at 10 µM; actives 0.12% (n = 190,000); AID 1008; Q16548;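 also: 0% = wells without compound plus tracer and 100% = blocker peptide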
# Bcl-B Bim block: human Bim-Bcl-B interaction inhibition. Q9HD36. bead-based flow cytometry, Bim peptide-Bcl-B binding. AID 951. actives 0.073% (n = 190,000). inhibition, % at 10 µM;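 also: 0% = tracer peptide without compound and 100% = reference inhibitor peptide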
# Target sequence (Q9HD36 whole entry, looked up): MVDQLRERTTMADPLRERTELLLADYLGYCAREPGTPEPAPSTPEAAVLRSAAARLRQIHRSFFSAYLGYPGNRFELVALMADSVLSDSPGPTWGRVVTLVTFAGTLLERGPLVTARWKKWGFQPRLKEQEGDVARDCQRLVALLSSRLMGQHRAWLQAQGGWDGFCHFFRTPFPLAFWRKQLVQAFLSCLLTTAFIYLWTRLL
# RGS8-Gao: human RGS8-Galphao interaction regulation; multiplexed bead flow cytometry, RGS8-Galphao binding; actives lie on both sides; P09471; response (percent of control binding), % at 10 µM; actives 0.34% (n = 220,000); in the data active = response below about 60% or above about 140%; inactive = in between;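 also: Galphao activated as the GDP aluminium fluoride complex binding bead-coupled RGS8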
# ABCB1 inh: inhibitors of human ABCB1 transporter, ABCG2 counter-screen; P08183; CCRF-Adr cells, JC-1 efflux, flow cytometry; inhibition, % at 6.6 µM; actives 0.067% (n = 190,000); AID 1326; in the data active = inhibition above about 40%;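 also: 0% = vehicle and 100% = reference inhibitor; higher value means more JC-1 retained so stronger ABCB1 efflux block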
# Numbers without * were called inactive; · = no result given. Rule as the data show it, unless noted: active = inhibition above about 40%.
SMILES,Bim-Mcl-1,RGS7-Gao,ABCG2 inh,Bim-Bcl-W,Bcl-XL Bim block,RGS4-Gao reg,Bim-Bcl-2,Bim-Bfl-1,Bcl-B Bim block,RGS8-Gao,ABCB1 inh
COC(=O)c1ccc(CSc2nc(C(F)(F)F)c3c(c2C#N)CCC3)o1,2,103,·,3,-2,97,-3,-2,-6,102,·
CCOC(=O)C(=Cc1cc(=O)c(OC)co1)C(=O)OCC,-8,105,2,-5,-5,101,0,-21,-10,84,1.2
COc1ccc(NCc2nnc(SCc3ccccc3)n2-c2ccc(OC)cc2)cc1,-2,104,1,-1,-5,102,-1,-4,-3,96,0.4
Cc1ccc(S(=O)(=O)Nc2cc(S(=O)(=O)N3CCCCC3)ccc2N2CCOCC2)cc1,-1,103,1,-1,-2,102,-1,-10,-3,106,0.3
CC(NC(=O)c1ccco1)C(=O)OCc1cccc(Cl)c1 (stereo not drawn),2,96,-1,1,5,101,-6,-7,-6,101,0.5
CCc1nc(SC)[nH]c(=O)c1C,-5,98,-1,-1,0,100,0,0,-1,101,-0.2
CC1(C)CC(=O)C(C=NCc2ccccn2)=C(O)C1,0,105,7,1,-8,107,-8,-13,-5,103,1.0
Cc1ccc(NS(=O)(=O)c2ccc(CCC(=O)NCCCOC(C)C)cc2)cc1,0,100,11,-3,-5,100,-3,-2,-4,89,0.8
O=C(CN1CCN(c2ncc(C(F)(F)F)cc2Cl)CC1)Nc1ccc2c(c1)OCO2,-2,102,0,-2,0,102,-3,-4,-4,103,0.2
C=C(C(=O)c1ccccc1)C(CC(=O)c1ccccc1)c1ccccc1 (stereo not drawn),-5,120,1,-6,-9,104,-8,-7,-11,101,0.6
Clc1ccc(-c2csc3ncnc(N4CCc5ccccc5C4)c23)cc1,-1,99,4,0,1,98,-6,-5,3,99,0.9
CCOC(=O)/C(C#N)=C\c1cn(C)c2ccccc12,-12,100,7,-9,-5,100,-4,-4,-3,103,1.1

# Reprinted from the part before: two compounds, followed by the next part.
SMILES,Bim-Mcl-1,RGS7-Gao,ABCG2 inh,Bim-Bcl-W,Bcl-XL Bim block,RGS4-Gao reg,Bim-Bcl-2,Bim-Bfl-1,Bcl-B Bim block,RGS8-Gao,ABCB1 inh
Clc1ccc(-c2csc3ncnc(N4CCc5ccccc5C4)c23)cc1,-1,99,4,0,1,98,-6,-5,3,99,0.9
CCOC(=O)/C(C#N)=C\c1cn(C)c2ccccc12,-12,100,7,-9,-5,100,-4,-4,-3,103,1.1
COc1cc(NC(=O)CSc2nc3c(C)ccc(C)c3cc2C)c(C(=O)O)cc1OC,-1,104,-3,0,-5,100,0,0,-2,103,-0.3
Cc1cccc(NC(=O)c2ccc(N3CCCCC3)c([N+](=O)[O-])c2)n1,1,99,4,0,-2,101,-6,-7,-3,99,0.3
CN1CCCCC1=NCCCn1cnc2c1c(=O)n(C)c(=O)n2C,-1,99,1,0,-2,96,0,-1,1,98,0.4
COc1ccc2c3c(c(=O)oc2c1OCC(N)=O)CCCC3,3,102,4,-1,0,102,2,0,0,99,0.7
O=C(CCS(=O)(=O)c1ccc(Br)cc1)Nc1ccc(Cl)cc1F,-3,99,3,-4,-8,100,-12,-14,-8,101,0.3
O=C(COC(=O)c1ccc2[nH]c3c(c2c1)CCCC3)Nc1ccc(Cl)cc1Cl,4,103,-3,7,6,107,3,4,1,124,0.0
O=C(OCC(=O)N1CCCc2ccccc21)c1cccc(S(=O)(=O)N2CCc3ccccc32)c1,-7,102,20,-6,-9,99,-9,-5,-12,106,4.5
O=C(N/N=C/c1cccc([N+](=O)[O-])c1)c1ccc(COc2ccccc2-c2ccccc2)cc1,0,99,-14,-2,-5,100,-3,-1,-4,102,-0.9
O=C1OCc2cc(NC(=O)C3CCCO3)ccc21 (stereo not drawn),-3,100,5,-2,-6,101,-13,-16,-8,102,0.0
COc1ccc(OCC2c3cc(OC)c(OC)cc3CCN2C(=O)C(C)C)cc1 (stereo not drawn),-2,105,1,-2,0,101,-5,-6,-2,104,0.9
Nn1c(Cc2ccccc2F)nnc1SCn1nnc2ccccc2c1=O,3,94,0,6,8,86,2,5,4,82,0.0
NS(=O)(=O)c1cc(C(=O)NCCOc2ccccc2)c(Cl)cc1Cl,-3,99,0,0,-1,102,0,-1,-3,101,-0.1

# Five compounds from above, arranged by the number in Bim-Mcl-1, low to high:
compound | Bim-Mcl-1
O=C(OCC(=O)N1CCCc2ccccc21)c1cccc(S(=O)(=O)N2CCc3ccccc32)c1 | -7
O=C(CCS(=O)(=O)c1ccc(Br)cc1)Nc1ccc(Cl)cc1F | -3
O=C(N/N=C/c1cccc([N+](=O)[O-])c1)c1ccc(COc2ccccc2-c2ccccc2)cc1 | 0
COc1ccc2c3c(c(=O)oc2c1OCC(N)=O)CCCC3 | 3
O=C(COC(=O)c1ccc2[nH]c3c(c2c1)CCCC3)Nc1ccc(Cl)cc1Cl | 4

# Next part.
SMILES,Bim-Mcl-1,RGS7-Gao,ABCG2 inh,Bim-Bcl-W,Bcl-XL Bim block,RGS4-Gao reg,Bim-Bcl-2,Bim-Bfl-1,Bcl-B Bim block,RGS8-Gao,ABCB1 inh
CC(C)(C)c1ccc(/C=C/C(=O)Nc2ncccn2)cc1,-5,103,6,-3,-3,100,-1,-1,-6,101,0.7
Cc1ccc(C(=O)Oc2oc(-c3ccccc3)nc2C=Nc2ccc(N(C)C)cc2)cc1,-8,100,3,-4,-5,103,-5,-5,-6,103,0.3
Cc1nnc(Nc2ccccn2)c2ccccc12,-5,99,67,-7,-8,96,-13,-21,-10,97,2.0
O=C(Cn1ncc(Cl)c(Cl)c1=O)N1CCc2ccccc21,1,101,6,1,2,101,0,-4,-4,100,0.4
O=C(NCC(=O)N(Cc1ccccc1)C(C(=O)NC1CCCC1)c1cccnc1)c1ccco1 (stereo not drawn),-1,97,1,2,0,99,4,4,0,101,0.3
Cn1c(-c2ccc(C=O)s2)nc2ccccc21,-6,101,34,-3,-7,102,-16,-21,-6,101,0.5
CCn1c(SCC(=O)N(C(C)C)C(C)C)nnc1-c1cc2ccccc2cc1O,-1,97,2,0,-1,94,0,9,-1,100,-1.6
O=C(CSc1ncnc2sccc12)Nc1ccccc1,-1,96,2,0,0,96,-4,-6,-4,99,0.0
Cn1c(=O)oc2cc(S(=O)(=O)N3CCCc4ccccc43)ccc21,0,104,1,1,-2,105,-11,-4,15,104,0.1
COc1ccc(C(=O)C2CCCN(C(=O)C3=CCCC3)C2)cc1OC (stereo not drawn),-2,98,8,0,1,99,-5,-3,-1,100,0.3
CCCCNC(=O)c1cnc2n(c1=O)CCS2,-1,103,29,0,-6,102,-11,-16,-6,101,0.2
CCN(CCCNc1ncnc2nc[nH]c12)c1cccc(C)c1,0,98,6,0,0,101,-3,-10,-10,100,0.6
COc1ccc(CNC(=O)CN(C2CCCCC2)S(C)(=O)=O)cc1,-5,97,2,-7,-10,98,-10,-19,-11,98,0.7
Cc1ccc(S(=O)(=O)N2CCN(CC(=O)N/N=C\c3cccnc3)CC2)cc1,-10,102,4,-6,-8,100,-10,-9,-3,104,0.4
O=C(Cn1cccc1C(=O)c1ccccc1)NCc1ccccc1,3,99,1,-1,-2,101,-7,-14,-7,99,0.4
O=C(NCCc1ccccc1)C(=O)NCC1CCNCC1,0,105,2,-3,-3,102,-2,5,3,102,1.0
O=C(O)CC(CNS(=O)(=O)c1cccc2nsnc12)c1ccccc1 (stereo not drawn),0,102,-1,-4,-3,103,-5,-9,-3,101,-0.5
Cc1nn(C)cc1C(C(=O)NC1CCCCC1)N(C(=O)Cc1cccs1)c1ccc(C(C)C)cc1 (stereo not drawn),-2,89,2,2,-3,89,-3,3,0,86,1.6
O=C(N/N=C/c1ccc(-c2cccc([N+](=O)[O-])c2)o1)c1ccc([N+](=O)[O-])cc1,0,102,-2,0,5,101,4,7,6,99,-0.5
CC(=O)Nc1nc2ccccc2n1Cc1ccccc1,0,103,1,-1,-4,102,2,0,-1,101,0.2
Cc1cc2ncn(-c3ncnc4sc5c(c34)CCCC5)c2cc1C,-1,96,2,-1,0,96,-2,-2,1,96,0.6
NC(=S)N/N=C\c1ccc(-c2cccc(Cl)c2Cl)o1,-2,108,2,-1,0,103,-1,3,-1,101,-0.2
CC(C)(C)NS(=O)(=O)c1ccc(NC(=O)Cc2ccccc2[N+](=O)[O-])cc1,3,102,1,1,2,101,2,1,2,104,0.3
Clc1cccc(Cl)c1/C=N\Nc1nccs1,-1,101,3,1,-1,99,0,0,0,97,0.0
N=c1sccn1CC(=O)Nc1cc(S(=O)(=O)N2CCCC2)ccc1Cl,0,103,2,0,-2,102,0,-1,-2,103,0.9
Cc1[nH]c(=O)[nH]c(=O)c1NC(=O)CSc1ncccc1-c1nc2ccccc2[nH]1,-3,91,1,-3,-4,93,-7,-4,-5,84,0.4
CCc1nnc(SCC(=O)Nc2ccc(N3CCOCC3)cc2)o1,-5,98,2,-2,-3,100,-5,-2,-2,102,0.2
COc1ccc(NC(=O)N(CCc2ccccc2)Cc2cc3c(C)cc(C)cc3[nH]c2=O)cc1,-2,101,1,0,-3,102,0,0,-1,104,0.4
Cn1nc(C(=O)NCc2ccc(F)cc2)c2ccccc2c1=O,34,89,4,-4,-3,92,0,-5,0,93,0.8
O=C1NCC(=O)N(Cc2ccccc2)/C1=C/c1ccccc1,-1,99,2,-2,-3,101,0,-1,-1,100,0.6
CCCC1(C(=O)OCC)NC(c2ccco2)C2C(=O)N(C)C(=O)C21 (stereo not drawn),-26,99,0,-15,-18,98,-8,-5,-4,103,-0.1
CCC(=O)Nc1c(C(=O)Nc2cccc(OC)c2)oc2ccccc12,1,94,1,0,0,89,-1,-2,0,102,-2.3
COc1ccc(OC)c(C2=Nn3c(nnc3-c3cc(OC)c(OC)c(OC)c3)SC2)c1,-3,101,1,-1,0,102,7,9,6,103,1.1
CCOC(=O)c1ccc(NC(=O)CSc2nnc(-c3cccs3)n2C)cc1,0,99,0,0,0,104,0,-2,0,101,0.8
Cc1c(O)ccc2c3c(c(=O)oc12)CCCC3,-3,96,1,-1,1,96,-5,0,-4,92,0.1
C[C@H](NC(=O)c1nc[nH]c1C(=O)NCc1ccc(CNC(=O)OC(C)(C)C)cc1)C(=O)OC(C)(C)C,1,105,6,-4,0,114,0,4,5,109,3.6
ClC1(Cl)CC1Cn1c(C2CC2)nc2ccccc21 (stereo not drawn),-6,105,1,-2,-5,104,-3,-2,-5,112,0.3
O=C1Cn2c(nc3ccccc32)N1c1ccccc1F,-1,98,26,-3,-5,102,-9,-17,-6,100,0.9
COC(=O)C(C(C)C)N1CCc2c(C)nc3c(C#N)cnn3c21 (stereo not drawn),-3,92,18,0,0,101,-3,1,1,101,1.0
COC(=O)CCCCC1SCC2NC(=O)NC21O (stereo not drawn),-4,86,0,-3,-1,88,-1,-1,-2,102,0.1
CC(C)CC(c1nnnn1C1CCCC1)N1CCN(C(=O)c2ccco2)CC1 (stereo not drawn),-1,101,2,0,-3,102,-6,-6,-5,111,1.1
N=c1c2c3c(sc2ncn1CCCN1CCOCC1)CCCCC3,-1,103,5,2,-2,104,-4,-11,-5,107,0.5
CN(C)S(=O)(=O)c1cccc(NC(=O)CN2C(=O)NC(CCc3ccccc3)C2=O)c1 (stereo not drawn),0,104,3,-2,0,102,0,-1,-1,103,-0.1
